aSyn rescue – rescues yeast growth from alpha-synuclein toxicity; Yeast expressing alpha-synuclein, growth rescue, BacTiter-Glo, 24 h; Potency, µM (highest dose often 46.1 µM), for inactives: at the highest dose growth rescue (activation), hits mostly activators; hit rate 0.14% among 370,000; note: potency is the fitted concentration of half-maximal effect; % of control where 0% means no effect; nearly all actives have a fitted effect of over 65% in size
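Galactose-induced alpha-syn yeast (OD600=0.02, raffinose-pregrown) + pinned cpd, 24 hr, 30 deg C; growth by BacTiter-Glo luminescence. Growth restoration scores as activation.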
TDP43 rescue – TDP-43 toxicity inhibition in yeast. hit rate 1.8% among 410,000. AID 652104. Potency, µM (series often up to 46.1 µM), for the others: at the top dose growth rescue (activation), most hits filed as activators. TDP-43 expressing yeast growth rescue, BacTiter-Glo, 24 h; note: potency is the fitted concentration of half-maximal effect; % of control where 0% means no effect; nearly all actives have a fitted effect of over 50% in size
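In this qHTS, compounds that restore growth of yeast expressing TDP-43 appear as activators. Cells (OD600=0.02, galactose medium, raffinose-pregrown) are incubated with compound 24 hr at 30 deg C and growth is quantified by BacTiter-Glo.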
Abeta yeast res – A-beta toxicity reversal in yeast | yeast expressing A-beta42, growth rescue, OD600, 48 h; response scale: 0% DMSO, 100% iron-clioquinol control | Potency, µM (series often up to 46.1 µM), without a hit: top-dose growth rescue, hits mostly activators | hit rate 0.063% among 410,000 | AID 1347071; note: potency is the fitted concentration of half-maximal effect; nearly all actives have a fitted effect of over 55% in size
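Yeast A-beta toxicity model in growth medium with pinned compounds, 48 h at 30 C; growth read as absorbance at 600 nm. Normalized to FeCl3/clioquinol equimolar mix (positive) and DMSO (negative).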
EPAC2 antag – blocks human EPAC2 exchange factor | Q8WZA2 | EPAC2 GEF exchange of Rap1B-BODIPY-GDP, fluorescence | Potency, µM (series often up to 114 µM), inactives show at the highest dose activity, negative = inhibition, actives largely listed as inhibitors | hit rate 0.18% among 360,000; note: potency is the fitted concentration of half-maximal effect; % is set by controls: 0 for no effect and ±100 for the full control effect; nearly all actives have a fitted effect of over 45% in size; many of its hits are not listed in these tables
EPAC2 ag – activates human EPAC2 exchange factor. EPAC2 activation, biochemical qHTS; response scale: 100% = 6.5 mM cAMP response. Potency, µM (titrated, usually from 154 µM), inactives show at the top dose activation, hits mostly activators. hit rate 0.079% among 360,000. AID 720711; note: potency is the fitted concentration of half-maximal effect; nearly all actives have a fitted effect of over 50% in size
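Each well held 100 nM EPAC2, 250 nM RAP1B-BODIPY-GDP and 50 uM GDP. Fluorescence, read at 5-min intervals to 30 min, was referenced to a 6.5 mM cAMP positive control.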
D3 antag – D3 dopamine receptor (human) antagonism | P35462 | AID 652054 | D3R cells, DiscoveRx beta-arrestin luminescence, antagonist mode; hits give low values | hit rate 2.5% among 360,000 | max response, negative = inhibition, %; in the data active = max response below about -50%; inconclusive = no clear call, values can overlap the other calls; note: % is set by controls: 0 for no effect and ±100 for the full control effect; mostly tested at two doses, the higher about 12 µM
Target sequence (P35462 whole entry, looked up): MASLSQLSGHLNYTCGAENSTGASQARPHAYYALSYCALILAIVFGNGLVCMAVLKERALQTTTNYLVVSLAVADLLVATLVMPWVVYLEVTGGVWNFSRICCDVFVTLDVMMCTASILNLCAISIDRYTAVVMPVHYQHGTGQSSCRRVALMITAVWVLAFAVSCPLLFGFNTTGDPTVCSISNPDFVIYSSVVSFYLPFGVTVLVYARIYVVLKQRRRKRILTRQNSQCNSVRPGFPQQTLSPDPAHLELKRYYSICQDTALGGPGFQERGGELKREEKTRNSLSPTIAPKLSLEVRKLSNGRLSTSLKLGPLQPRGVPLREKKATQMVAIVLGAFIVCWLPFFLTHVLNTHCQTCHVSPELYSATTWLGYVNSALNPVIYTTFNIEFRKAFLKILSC
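Cells plated overnight at 1500 cells/well, then exposed to library compounds with dopamine controls for 90 minutes at 37 degrees C. DiscoveRx reagent added for 30–60 minutes at room temperature; luminescence read, quantitative HTS format.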
D3 ag – D3 dopamine receptor (human) agonism | P35462 | D3R DiscoveRx beta-arrestin cells, luminescence, 90 min | max activation, % | hit rate 0.58% among 410,000 | AID 652048; in the data active = max activation above about 30%; note: 0% is about no effect; mostly tested at two doses, the higher about 12 µM
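Agonist-mode cell screen: cells plated at 1500/well and incubated overnight at 37 °C, then exposed to library compounds for 90 min at 37 °C. Detection reagent was added for 30–60 min at room temperature, and luminescence was read.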
FUS suppressor – FUS proteinopathy suppression in yeast; S. cerevisiae FUS-expressing, growth rescue, OD600, 24 h; Potency, µM (titrated, usually from 76.6 µM), for the others: top-dose growth rescue (activation), hits mostly activators; hit rate 0.24% among 390,000;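 note: potency is the fitted concentration of half-maximal effect; plate controls were DMSO vehicle for no effect and reference control for full effect; nearly all actives have a fitted effect of over 55% in size; some results filed as inactive show a strong effect at the top dose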
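Absorbance at 600 nm, taken 24hr after compound addition, measured rescue of FUS-yeast growth at 30C. Induction used 2% galactose with seeding at OD 0.005. Controls: CP55940 from 92uM final, DMSO only.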
Starred values were filed as active, the others as inactive; u = inconclusive; x = no result given; [ ] = remark or other dose. Unless noted, calls come from the whole dose curve; as a rule, active = well fitted curve in the direction sought with a large enough effect; inconclusive = small, poorly fitted or top-dose-only effect, or another doubt; inactive = no such curve, though single readings can be large; an effect the other way counts as inactive or inconclusive. A portion of the library (hit frequency here may not be typical).

The first five records as a preview:
Results follow in this order: aSyn rescue, TDP43 rescue, Abeta yeast res, EPAC2 antag, EPAC2 ag, D3 antag, D3 ag, FUS suppressor
- CC(=O)Nc1ccc(N2C(=O)c3ccc(C(=O)Nc4nnc(SCc5ccc(F)cc5)s4)cc3C2=O)cc1
  8%, 18%, 6%, -15%, -1%, 22, 2, -25%
- C/C(=N\NC(N)=S)c1ccc(-n2ccnc2)cc1
  -2%, -4%, -22%, 11%, 4%, u, -10, -11%
- CN(C)C(=O)c1cccc(-c2cnc3c(NC=O)cc(-c4cccc(F)c4)cn23)c1
  1%, 10%, -11%, -17%, 7%, -19, 0, 14%
- COc1ccc(CCN2CC(C(=O)NCc3ccon3)CCC2=O)cc1 (stereo unspecified)
  -2%, -4%, -2%, 10%, 2%, -15, -10, -10%
- COc1ccc(C)cc1Nc1n[n+](-c2ccccc2)c(-c2cc([N+](=O)[O-])cc(OC)c2O)s1
  -3%, -10%, -16%, 3%, 1%, 2, -5, 14%

Results, repeating the preview:
Results follow in this order: aSyn rescue, TDP43 rescue, Abeta yeast res, EPAC2 antag, EPAC2 ag, D3 antag, D3 ag, FUS suppressor
- CC(=O)Nc1ccc(N2C(=O)c3ccc(C(=O)Nc4nnc(SCc5ccc(F)cc5)s4)cc3C2=O)cc1
  8%, 18%, 6%, -15%, -1%, 22, 2, -25%
- C/C(=N\NC(N)=S)c1ccc(-n2ccnc2)cc1
  -2%, -4%, -22%, 11%, 4%, u, -10, -11%
- CN(C)C(=O)c1cccc(-c2cnc3c(NC=O)cc(-c4cccc(F)c4)cn23)c1
  1%, 10%, -11%, -17%, 7%, -19, 0, 14%
- COc1ccc(CCN2CC(C(=O)NCc3ccon3)CCC2=O)cc1 (stereo unspecified)
  -2%, -4%, -2%, 10%, 2%, -15, -10, -10%
- COc1ccc(C)cc1Nc1n[n+](-c2ccccc2)c(-c2cc([N+](=O)[O-])cc(OC)c2O)s1
  -3%, -10%, -16%, 3%, 1%, 2, -5, 14%
- COc1ccc(-n2nnnc2C(c2ccnc3ccccc23)N2CCN(C/C=C/c3ccccc3)CC2)cc1 (stereo unspecified)
  6%, 6%, -12%, u, 6%, -54*, -14, 18%
- CN1CC[C@]2(CCN3CCc4c(oc5ccccc45)[C@@H]3C2)N(C)C1=O
  1%, 17%, 5%, 12%, 8%, -58*, -43, -18%
- CCc1ccc(NC(=O)CSc2ccc(-c3sc(C)nc3C)nn2)cc1
  -6%, 12%, -9%, 11%, 0%, 9, 1, 20%
- CCN(CC(=O)NCc1ccc(F)cc1)C(=O)C1CCN(C(=O)Nc2ccccc2)CC1
  0%, -4%, 18%, -3%, 4%, -15, 12, 16%
- Cc1nc(CN2CCCCC2)cc(=O)[nH]1
  -5%, -14%, -12%, 3%, 6%, 6, -8, 13%
- Cc1c(C=O)c2ccccc2n1CCOc1ccccc1
  14%, 8%, -8%, -6%, 3%, -11, 3, 16%
- CC(=O)c1cc(-c2ccccc2)n(CC(=O)NCc2cccs2)c1C
  -2%, 8%, -8%, 0%, 9%, 25, -11, x
- O=c1[nH]c(=O)n(Cc2ccccc2)c2c1CCC2
  -5%, -22%, -11%, 12%, 9%, -25, -1, 7%
- Cc1cc(NC(=O)COc2ccccc2)ccc1Cl
  0%, 13%, -5%, -8%, 17%, -4, 5, -17%
- CC(NC(=O)CN1C(=O)NC2(CCCC2)C1=O)c1ccc(Cl)cc1Cl (stereo unspecified)
  -2%, 9%, 22%, 5%, 7%, -9, 0, 13%
- O=C(Nc1ccc2sc3ccccc3c(=O)c2c1)c1ccccc1Cl
  -9%, 13%, -8%, -2%, 8%, 2, 5, 11%
- O=C(Nc1ccc(Cl)cc1)Nc1ccc(Br)cn1
  -10%, -26%, -11%, -3%, 0%, 2, 8, -2%
- CCn1cc([N+](=O)[O-])c(C(=O)NCc2ccc(Cl)cc2)n1
  -1%, -2%, -16%, -6%[57.1 µM], 7%, -4, 2, -26%
- O=C(Nc1cccc(S(=O)(=O)NC2=NCCCCC2)c1)c1cc(-c2ccncc2)nc2ccccc12
  -3%, -1%, 2%, 1%, 10%, 24, 1, u
- CCOC(=O)c1cc(-c2ccc3c(c2)OCCO3)n[nH]1
  -4%, -17%[0.397 µM], 6%, -15%, -2%, 11, 7, 22%
- COc1ccc(NC(=O)C2(C)Cc3c(-c4cccc(NC(C)=O)c4)ccnc3O2)cn1 (stereo unspecified)
  -2%, 9%, 10%, 0%, -1%, 9, -6, 14%
- COC(=O)CSc1nc2ccc(C)cc2[nH]1
  4%, -12%, 19%, 1%, 14%, -12, 2, -14%
- CC(C)CCNC(=O)c1cc(Sc2ccc(F)cc2F)nc2ccccc12
  x, 13%, 9%, x, x, x, -3, 7%
- COc1ccc(CNC(=O)CC(c2ccc(OC)c(OC)c2)N2Cc3ccccc3C2=O)cc1 (stereo unspecified)
  1%, -1%, -13%, x, x, x, 1, 12%
- CCOC(=O)CSC1=C(C#N)C(c2ccc(C)cc2)C2=C(CCCC2=O)N1 (stereo unspecified)
  4%, 5%, 15%, -19%[57.1 µM], -20%, 0, -6, 13%
- CCOc1cc2[nH]c(=S)n(Cc3ccc(C(=O)NCCCN(CC)CC)cc3)c(=O)c2cc1OCC
  -6%, -15%, -1%, -2%, 15%, -8, -13, 8%
- CCN(CC)C(=O)C1=C(C)N(Cc2ccccc2)C(=O)C(CC(=O)NC2CCCCC2)C1 (stereo unspecified)
  -15%, 9%, -5%, -14%, -2%, 13, 4, 14%
- COc1ccc(OC)c(/C=C/C(=O)Nc2ccc3c(c2)CCC3)c1
  -14%, -9%, -19%, 0%, 11%, -14, -57, x
- CC#CC(=O)N1CCC(n2nccc2NC(=O)c2ccc3c(c2)OCO3)CC1
  -4%, 1%, -8%, 3%, 10%, -11, 3, 11%
- COc1ccc(S(=O)(=O)N2CCOCC2)cc1NC(=O)CC1CC2CCC1C2 (stereo unspecified)
  2%, 21%, 4%, 4%, 0%, 35, 5, -16%
- CCN(CC)CCCN1C(=O)C(=O)/C(=C(/O)c2ccc(OC)cc2)C1c1ccco1 (stereo unspecified)
  0%, 11%, 0%, 2%, -2%, 9, 8, 14%
- Cc1ccc(-c2csc3ncnc(Nc4ccc(N5CCOCC5)cc4)c23)cc1
  7%, u, -39%[inhibitor], 12%, 6%, -9, 3, 39%
- O=C(Nc1ccc2nc(SCC(=O)N3CCCC3)sc2c1)c1cccc(Br)c1
  x, 10%, -7%, x, x, x, 10, 38%
- Cc1ccc(CSc2nnc3nc(C)cc(C)n23)cc1
  -2%, 26%, -7%, 7%, -13%, 0, 1, -13%
- O=C1NC[C@H](CCCCN2CCN(CC3CCCCC3)C(=O)C2=O)N(Cc2ccccc2)C1=O
  -7%, 2%, -5%, -2%, -1%, -10, 1, -1%
- COC(=O)c1cnn2c1C(=O)N(Cc1cccs1)CC2
  0%, x, 1%, 8%, -1%, -21, 13, 16%
- CCOC(=O)c1sc(NC(=O)CSc2n[nH]c(-c3ccccc3)n2)c(C#N)c1C
  -17%, 24%, 10%, -5%, -7%, 24, 7, 2%
- CCN(C(=O)c1cc2c(=O)oc3ccccc3c2s1)c1ccc(C)c(C)c1
  x, 20%, -8%, x, x, x, 4, -4%
- O=C(c1ccccc1)N1CCC(c2nc(-c3ccc(S(=O)(=O)NCC4CCCO4)cc3)no2)CC1 (stereo unspecified)
  1%, -9%, 23%, 8%, 5%, 11, 25, 9%
- NS(=O)(=O)c1cccc(NC(=O)/C=C/c2cccs2)c1
  -11%, -7%, -2%, 1%, 6%, -3, -2, 10%
- COc1ccccc1N1CCN(CCCN2C(=O)C3CCCCN3C2=O)CC1 (stereo unspecified)
  3%, u, 4%, -5%, 9%, -66*, -12, 0%
- Cc1cc(NC(=O)CCS(=O)(=O)c2ccc(F)cc2)no1
  9%, 20%, -17%, 15%, 0%, 9, 4, 7%
- CCCS(=O)(=O)NC(=O)C1(C)CCN(C(=O)c2cc(C)nn2C(C)(C)C)C1 (stereo unspecified)
  -4%, -6%, -20%, 5%, 2%, -12, -15, -10%
- COCCCn1c(-c2ccccc2)nc2ccccc2c1=O
  2%, 12%, 8%, u, -10%, 4, 6, -11%
- N/C(=N\OC(=O)N1c2ccccc2Sc2ccccc21)c1ccccc1
  -73%[inhibitor], 3.5µM*, -94%[inhibitor], -7%, 16%, -7, 11, 30%
- CCOc1ccc2nc(SCc3ccc(F)cc3)sc2c1
  4%, u, 4%, -2%, 11%, 11, 1, -15%
- O=C(CN1CCCC1)Nc1ccccc1Sc1ccc(Cl)cc1
  5%, -8%[9.22 µM], -4%, u, 5%, 6, -14, 7%
- CCOC(=O)[C@]12CCC=C1N(Cc1ccc(Cl)cc1Cl)C(=O)[C@H](CC(=O)NCc1cccc(C(F)(F)F)c1)C2
  29%, u, 6%, -6%, -5%, 45, 2, 38%
- CC(=O)CCC(=O)NC1CCCc2c1cnn2-c1ccc(C(C)(C)C)cc1 (stereo unspecified)
  7%, 15%, 10%, 3%, 2%, 28, 29, 13%
- COC(=O)c1ccc(N=Nc2ccccc2)cc1
  1%, 16µM*, -19%, -16%, 7%, 1, 2, 1%
- Cc1cccc(NS(=O)(=O)c2ccc3c(c2)CCCN3C(=O)C2CCC2)c1C
  x, 8%, -34%, x, x, x, -25, u
- O=C(O)c1ccc(Cl)c(S(=O)(=O)NC(Cc2c[nH]c3ccccc23)C(=O)O)c1 (stereo unspecified)
  -2%, 16%, 7%, 6%, 12%, -18, -1, -14%

Screening data (PubChem BioAssay)
